Screens from PubChem.
LDHA block = blocks human lactate dehydrogenase A; P00338; purified LDHA, NADH/diaphorase-resazurin fluorescence; hits give low values; activity change, % (values are at about 110 or 230 µM); actives 0.15% (n = 480,000); in the data active = activity change below about -30%;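 also: plate controls were DMSO wells for no effect and wells without enzyme for full effect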
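Remaining NADH was detected by diaphorase (0.133 mg/mL) converting 37 µM resazurin to fluorescent resorufin, read at 0 and 20 minutes. The preceding 5-minute room-temperature reaction used 2 nM LDHA, 0.2 mM sodium pyruvate and 0.06 mM NADH at pH 7.4.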
* marks the source's active call; other numbers are inactive results. A portion of the library, so the mix of outcomes need not match the whole.

Start of the listing, in advance:
SMILES | LDHA block
CCOC(=O)/C=C/C(=O)OC(C)C(=O)Nc1ccc(C(N)=O)cc1 (stereo not drawn) | 14.2
O=CN1CCN(C(C(=O)O)c2c[nH]c3ccc(NC(=O)c4ccccc4)cc23)CC1 (stereo not drawn) | 5.5
CC(c1ccc(S(C)(=O)=O)cc1)N(C)S(=O)(=O)c1cccc(Cl)c1 (stereo not drawn) | -5.2
CCc1nnc(NC(=O)Cc2c(C)nc(C)[nH]c2=O)s1 | 7.7
Cn1ccnc1CN(C1CC1)S(=O)(=O)c1cc(Cl)ccc1Cl | -1.8
CSc1ccc(C(=O)Nc2cc(C)ccc2F)cc1 | 8.6
Nc1ccccc1OC1=NS(=O)(=O)c2ccccc21 | 0.2

Results, from the start:
SMILES | LDHA block
CCOC(=O)/C=C/C(=O)OC(C)C(=O)Nc1ccc(C(N)=O)cc1 (stereo not drawn) | 14.2
O=CN1CCN(C(C(=O)O)c2c[nH]c3ccc(NC(=O)c4ccccc4)cc23)CC1 (stereo not drawn) | 5.5
CC(c1ccc(S(C)(=O)=O)cc1)N(C)S(=O)(=O)c1cccc(Cl)c1 (stereo not drawn) | -5.2
CCc1nnc(NC(=O)Cc2c(C)nc(C)[nH]c2=O)s1 | 7.7
Cn1ccnc1CN(C1CC1)S(=O)(=O)c1cc(Cl)ccc1Cl | -1.8
CSc1ccc(C(=O)Nc2cc(C)ccc2F)cc1 | 8.6
Nc1ccccc1OC1=NS(=O)(=O)c2ccccc21 | 0.2
Cc1ccc(NS(=O)(=O)c2cccc(Cl)c2Cl)cc1S(=O)(=O)N1CCCCC1 | 12.2
CN(CC(=O)Nc1ccccc1Cl)CC(=O)N1CCC(Cc2ccccc2)CC1 | -0.2
CCCN1CCC(C(=O)O)CC1 | 4.7
COc1cccc(CN2C(=O)N(c3cccc(OC)c3)S(=O)(=O)c3ccccc32)c1 | -1.9
COc1cccc(C2CC(=O)Nc3nc(N)sc32)c1OCc1ccc(F)cc1 (stereo not drawn) | 82.1
CCN(Cc1cc2ccc(C)cc2[nH]c1=O)C(=O)c1ccccc1C | -1.4
O=C(O)c1ccc(NCc2c(Cl)cccc2Cl)cc1 | -0.1
COc1ccc(C(=O)NCc2coc(-c3cccs3)n2)c(F)c1 | -0.1
COC(=O)C1=CN(Cc2ccc(F)cc2)C=C(C(=O)OC)C1c1ccccc1OCc1ccccc1 | -2.6
O=C(c1c[nH]c2ccccc12)C(Sc1ncc(C(F)(F)F)cc1Cl)c1ccccc1 (stereo not drawn) | 11.3
CCc1cccc(CC)c1NC(=O)COc1ncnc2ccccc12 | -2.0
CN1CCc2c(sc3c2c(=O)n(-c2cccc(Cl)c2)c(=O)n3CCN2CCCCC2)C1 | -8.0
O=C(NCCC(=O)N1CCCC1)c1ccc2c(c1)CCC2 | 0.1
CC1=C(C(=O)N2CCCCCC2)CC(CC(=O)NC2CCCC2)C(=O)N1Cc1ccc(F)cc1 (stereo not drawn) | 5.2
CCN(CC)S(=O)(=O)c1ccc(OC)c(NC(=O)c2nn(C(C)C)c(=O)c3ccccc23)c1 | 1.9
CCOC(=O)c1c(NC(=O)c2ccc(C)o2)sc2c1CCC(C(C)(C)C)C2 (stereo not drawn) | 1.5
CSc1ccc(CN(C)S(=O)(=O)c2ccc3c(c2)OCCCO3)cc1 | 5.5
COc1ccc2c(c1)C(=O)O[C@@H](c1ccccc1)C[C@@H](O)C(=O)CC2 | 5.4
O=C(NC1CCCCC1)c1ccccc1NC(=O)C1CCN(S(=O)(=O)Cc2ccccc2)CC1 | 8.3
O=C(NCCc1ccccn1)c1cc(-c2ccccc2)nc2ccccc12 | 5.9
CCOC(=O)C(O)(c1c(C)[nH]c2ccccc12)C(F)(F)F (stereo not drawn) | 2.7
CCn1c(=O)c(=O)[nH]c2cc(C(=O)N3CCCCCC3)ccc21 | -8.0
CC1=C(C(=O)Nc2ccccc2F)C(c2ccco2)C(C#N)=C(SCC(=O)NC(C)(C)C)N1 (stereo not drawn) | 9.1

Reprinted from the part before: two entries, then new ones.
SMILES | LDHA block
CCn1c(=O)c(=O)[nH]c2cc(C(=O)N3CCCCCC3)ccc21 | -8.0
CC1=C(C(=O)Nc2ccccc2F)C(c2ccco2)C(C#N)=C(SCC(=O)NC(C)(C)C)N1 (stereo not drawn) | 9.1
Cc1ccsc1/C=N/N=C(c1ccccc1)c1ccccc1 | -16.4
Cc1ccc2c(Cn3nnc(-c4ccc(F)cc4)n3)cc(=O)oc2c1 | 1.3
Nc1nccnc1C(=O)NCc1ccnc(OCc2ccccc2)c1 | 4.0
COc1ccc2c(COC(=O)c3cccc4ccccc34)cc(=O)oc2c1 | -0.4
Cc1ccc(/C=C/S(=O)(=O)NCCC(=O)O)cc1 | -0.8
CC(NC(=O)COc1ccc(Cl)c(Cl)c1)c1ccccc1 (stereo not drawn) | 17.2
Cc1ccc2c(c1)Oc1cc(Cl)c(S(=O)(=O)N(C)Cc3ccccc3)cc1C(=O)N2 | 6.1
Cc1ccc2oc(-c3ccc(C)c(NC(=O)c4cccs4)c3)nc2c1 | -5.6
CCOc1ccc(C(=O)Nc2cccc(-c3nc4ccccc4o3)c2C)cc1 | 21.3
CC(/C=C/c1ccccc1)=N\NC(=O)c1ccc(C)cc1 | 5.1
O=Cc1cccn1-c1ccc(Cl)cc1 | 3.5
C=CCn1c(N2CCOCC2)nc2c1c(=O)n(C)c(=O)n2C | 3.4
O=C(/C=C/c1ccc2ccc(Cl)cc2n1)NC1CCCCC1 | 6.6
N#CC(C(=O)NCc1ccccc1)=C1CCCCC1 | -1.9
Cc1cc(N)cc(-c2nc3cc(C(C)C)ccc3o2)c1O | -2.7
COc1ccc(C2C(c3ccccc3)=C(O)C(=O)N2CCc2ccccc2)cc1OC (stereo not drawn) | 11.4
Cc1ccc(C2C3=C(CC(C)(C)CC3=O)Nc3c2c(=O)[nH]c(=O)n3C)cc1 (stereo not drawn) | -4.9
CCC(C)(C#N)NC(=O)c1ccc2c(c1)CCC2 (stereo not drawn) | 7.6
C=CCOc1ccccc1NC(=O)c1cccc(C)c1 | -2.4
Cc1ccc(NS(=O)(=O)c2cc3c(cc2/C=C/c2ccccc2)NC(=O)CO3)cc1C | -6.8
O=C(CC(=O)c1ccccc1F)c1ccccc1F | 8.9
CCCN(CCC)c1nc(OC(C(F)(F)F)C(F)(F)F)nc(N2CCOCC2)n1 | 0.8
CCn1c(N2CCC(Cc3ccccc3)CC2)nc2c1c(=O)n(C)c(=O)n2C | 0.8
O=C1C2CCCN2C(=O)N1Cc1coc(-c2cccc(F)c2)n1 (stereo not drawn) | 0.5
Cc1ccccc1OCCN(C)Cc1cc(=O)oc2cc(O)ccc12 | 1.0
CCN(CC)c1ccc(NC(=O)c2cc(S(N)(=O)=O)ccc2C)cc1 | -2.6
Clc1cccc(N2CCN(Cc3nnc(-c4ccc(Br)s4)o3)CC2)c1 | 2.2
CN(C(=O)CCc1c[nH]c2ccccc12)c1ccccc1 | 1.6
O=C(CNc1cccc(S(=O)(=O)N2CCOCC2)c1)N1CCN(C(=O)c2cccs2)CC1 | 0.5
Cc1ccc(SC(C)C(=O)Nc2c(C)cccc2C)cc1 (stereo not drawn) | 5.8
FC(F)(F)c1cc(-c2ccccc2)nc(N2CCN(Cc3ccccc3)CC2)n1 | 7.2
CC(=O)Nc1ccc(N/C=C(\C#N)c2nc(C3CC3)cs2)cc1 | 1.1
Cc1c(C(=O)O)oc2c(C)cccc12 | 10.3
COc1ccc(-c2cc(C(=O)Oc3ccc(F)cc3)no2)cc1 | -3.3
N#CC1(NC(=O)Cc2ccc(C(F)(F)F)cc2)CCC1 | 9.7
COc1ccccc1OC(C(=O)NC1CC1)c1ccccc1 (stereo not drawn) | -30.3*
CC(=O)c1ccc(N2CCN(C(=O)c3csc(-c4ccc(C)cc4)n3)CC2)cc1 | -3.4
CCCNC(=O)c1ccc(COc2cccc3c2OC(C)(C)C3)cc1 | 3.4
C[C@H](NC(=O)[C@@H]1CCCN1C(=O)OC(C)(C)C)c1ccccc1 | -1.7
COc1ccccc1CNC(=O)Cn1c(=O)c2c(ncn2C2CCCC2)n(Cc2ccccc2)c1=O | 10.4
COc1ccccc1OC(=O)COc1c(C)cc(Br)cc1Cl | 4.2
CN(C(=O)c1cccc(Cl)c1)C1CCCCC1 | -8.1
O=C(NCCN1CCC(n2c(=O)[nH]c3ccccc32)CC1)c1ccc(F)cc1F | 0.5
CNC(=O)C(O)C(O)C(=O)NC (stereo not drawn) | 6.5
COc1ccc(Oc2ccc3[nH]c4c(c3c2)CCC/C4=N/O)cc1 | 5.5
O=c1c(Cl)c(N2CCN(S(=O)(=O)c3ccc4c(c3)CCC4)CC2)cnn1-c1ccccc1 | 8.8
COc1ccc2cc(C(=O)NCc3ccc(C(=O)N4CCN(C)CC4)cc3)[nH]c2c1 | -4.9
Cc1ccc(C(=O)/C=C/c2cccc3ccccc23)cc1[N+](=O)[O-] | -23.3
CC(C)CNC(=O)COC(=O)c1cc(Cl)ccc1Cl | 0.4
Cc1ccc2oc(C(=O)NCc3ccncc3)cc(=O)c2c1 | 21.3
N#CCCN1CCN(C(C(=O)O)c2cn(CC(=O)O)c3ccc(Br)cc23)CC1 (stereo not drawn) | 2.7
CCC(=O)C1=C(c2ccc3c(c2)CCCC3)N(C(=O)CC)n2c(CC)nnc2S1 | 1.3
CCc1ccc(-c2cc(C(F)(F)F)n3ncc(C(=O)NCc4cn(CC)nc4C)c3n2)s1 | 11.7
CC(c1ccccc1Cl)N(C)CCS(=O)(=O)CCC(N)=O (stereo not drawn) | 6.1
Cc1ccccc1OCC(=O)Nc1cccc2cccnc12 | 13.7
O=C(N/N=C/c1cccs1)c1ccc(Cl)cc1Cl | -7.7
Cc1ccc(/C=C/c2ccc3cc(C)ccc3n2)cc1 | 3.0
O=C(NCCCN1CCCC1=O)C1CCC1 | 3.0
O=C(NC1CCc2ccccc21)C1Cc2ccccc2O1 (stereo not drawn) | -0.8
CCCc1nc2c(-c3ccc(OC)cc3)c(C)[nH]n2c(=O)c1Cl | 2.5

(next part)
SMILES | LDHA block
O=C(NCCN1CCN(C(=O)c2ccc(Cl)cc2)CC1)c1ccc(Cl)cc1 | 2.4
CCOc1ccc(C(=O)Nc2sc(C(=O)OC(C)C)c(C)c2C#N)cc1 | 9.0
CNC(=S)NNC(=O)c1ccc(Cl)c(Cl)c1 | -8.2
CCCCNc1nc(-c2ccc(N(CC)S(C)(=O)=O)cc2)cs1 | 4.9
Cc1ccc(NC(=O)NC2CCOc3ccccc32)cc1 (stereo not drawn) | 0.0
COC(=O)c1ccoc1COC(=O)CCc1ccc(-c2ccccc2)o1 | -6.0
COc1cc(C(=O)Nc2ccc3oc(-c4ccccc4Cl)nc3c2)cc(OC)c1OC | 5.5
O=C(Nc1ccc(N2CCCC2=O)cc1)c1nn(-c2ccccc2)c(=O)c2ccccc12 | 1.2
Cc1ccc(NC(=O)C(Sc2ccc(S(=O)(=O)N3CCCC3)cn2)c2ccccc2)cc1 (stereo not drawn) | 10.3
CC(C)Oc1cccc(C(=O)Nc2cc(Cl)cc(Cl)c2)c1 | 9.4
COC(=O)c1ccc(/C=C2\Oc3cc(OC(=O)C(C)(C)C)ccc3C2=O)cc1 | -1.5
CC(Sc1cc(F)ccc1F)C(N)=O (stereo not drawn) | 4.3
N#Cc1ccccc1NC(=O)CCN(Cc1ccco1)C1CC1 | -6.1
CCOC(=O)c1c(C)[nH]c(C)c1S(=O)(=O)N(C)CC(=O)Nc1cc(C)cc(C)c1 | -24.0
COc1ccc(N(CC(=O)N2CCN(C)CC2)S(=O)(=O)c2ccccc2)cc1Cl | -3.8
CC(Oc1ccc2ccc(=O)oc2c1)C(=O)Nc1ccc(F)c(F)c1 (stereo not drawn) | 4.1
CCOP(=O)(OCC)c1nc(-c2ccc([N+](=O)[O-])cc2)oc1NCc1ccccc1 | 0.5
CCNc1c(NC(=O)Nc2cccc(C)c2C)c(=O)oc2ccccc12 | -2.4
COc1ccc(/C=C/C(=O)O)cc1Br | 0.0
Fc1cccc(Cl)c1CSc1nc(CN2CCOCC2)nc2ccccc12 | 9.6
O=C(COC(=O)CCC1CCCCC1)Nc1ccc2c(c1)OCO2 | -1.2
CC(C)N(C)S(=O)(=O)c1cccc(C(=O)Nc2cccc3ncccc23)c1 | 18.6
CCOc1ccc(-n2cc(-c3ccccc3)c3c(NC(C)C)ncnc32)cc1 | 6.5
CCc1ccc(C(=O)C(C)Sc2nc(CN3CCOCC3)nc3ccccc23)cc1 (stereo not drawn) | -15.8
COC(=O)c1[nH]c(C)c(/C(O)=C2\C(=O)C(=O)N(CCCn3ccnc3)C2c2ccc(Cl)cc2)c1C (stereo not drawn) | -2.3
CC1C(=O)N2CCCc3cc(S(=O)(=O)NCc4ccco4)cc1c32 (stereo not drawn) | 3.1
COc1ccccc1-c1nc(C#N)c(NCc2ccccc2)o1 | -13.9
Cc1cc(NC(=O)C(C)Sc2nccn2-c2cccc(F)c2)no1 (stereo not drawn) | -20.0
COC(=O)c1cccc2c1CCCN2C(=O)c1cnc2c(cnn2C(C)C)c1 | -0.1
O=C(c1cc2ccccc2oc1=O)N1CCN(Cc2ccc(Cl)cc2)CC1 | -8.3

Exported with the structure last: two of the compounds above
LDHA block	mol
14.2	CCOC(=O)/C=C/C(=O)OC(C)C(=O)Nc1ccc(C(N)=O)cc1 (stereo not drawn)
5.5	CSc1ccc(CN(C)S(=O)(=O)c2ccc3c(c2)OCCCO3)cc1

Further structures follow:
SMILES | LDHA block
Cc1ccc2[nH]c(C)c(CC(=O)NCc3cn4ccc(C)cc4n3)c2c1 | 4.1
O=C(Cc1noc(C(=O)NC2CCCC2)n1)Nc1cccc2ncccc12 | 12.6
Cc1nc2ccccc2c(C)c1CC(=O)NCc1ccco1 | 3.8
O=C(CN1CCN(c2ccccc2)CC1)Nc1nc(-c2ccc(Cl)cc2)cs1 | -0.8
O=C(c1ccc2c(c1)N(Cc1ccccc1)C(=O)c1ccccc1S2=O)N1CCOCC1 (stereo not drawn) | 8.3
O=C(c1nc(-c2cccnc2)no1)N1CCN(c2ccc(Cl)cc2)CC1 | 24.9
O=C(CCc1ncc(-c2ccccc2)o1)Nc1ccccn1 | -3.5
CCCOC(=O)c1cc(NC(=O)c2cccc(C)c2OC)ccc1N1CCOCC1 | 0.0
O=C(O)c1ccc(NCc2ccc(Cl)cc2)cc1 | 3.9
